# From PubChem BioAssay
# LYPLA1 counter: LYPLA1 inhibitors, primary screen, counter-screen for PME1 inhibitor project, biochemical, fluorescence polarization, FP-Rh probe ABPP. recombinant LYPLA1. inhibition, % at 5.9 µM. actives 0.16% (n = 320,000). AID 2174, 2009. Acyl-protein thioesterase 1 (Homo sapiens), O75608;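 active means inhibition above the mean of all tested compounds plus 3 SD, set per campaign, cut at about 14% in these data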;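 further: inhibitors block serine hydrolase probe labeling of LYPLA1 so polarization falls; 0% = enzyme with DMSO and 100% = wells lacking LYPLA1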
# pPAFAH FP inh: pPAFAH enzyme inhibitors, primary screen, biochemical, fluorescence polarization, human | Platelet-activating factor acetylhydrolase (Homo sapiens), Q13093 | recombinant pPAFAH, FP-rhodamine probe fluorescence polarization | inhibition, % at 3.39 µM | actives 1.5% (n = 330,000) | AID 463082, 2010;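 active means inhibition above the mean inhibition across the screen plus 3 SD, cut at about 25% in these data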;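 further: inhibitors block binding of the rhodamine activity-based probe so polarization drops; 0% = enzyme with DMSO and 100% = wells lacking pPAFAH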
# Target sequence (Q13093 whole entry, looked up): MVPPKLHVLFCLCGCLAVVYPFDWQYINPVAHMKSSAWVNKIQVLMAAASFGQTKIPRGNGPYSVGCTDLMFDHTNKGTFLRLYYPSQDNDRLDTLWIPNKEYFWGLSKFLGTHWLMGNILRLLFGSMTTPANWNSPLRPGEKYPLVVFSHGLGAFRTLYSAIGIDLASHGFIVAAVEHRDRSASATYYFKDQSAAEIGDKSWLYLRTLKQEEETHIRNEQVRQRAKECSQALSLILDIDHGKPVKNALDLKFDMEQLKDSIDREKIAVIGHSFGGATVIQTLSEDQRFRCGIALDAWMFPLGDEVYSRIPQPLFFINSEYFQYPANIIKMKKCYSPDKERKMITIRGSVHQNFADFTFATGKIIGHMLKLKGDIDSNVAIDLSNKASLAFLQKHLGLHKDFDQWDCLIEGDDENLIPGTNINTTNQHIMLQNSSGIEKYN
# PREPL inhibitor: PREPL enzyme inhibitors, primary screen, biochemical, fluorescence polarization | Prolyl endopeptidase-like (Homo sapiens), Q4J6C6 | recombinant PREPL, fluorescence polarization activity-based probe | inhibition, % at 5.96 µM | actives 0.68% (n = 320,000) | AID 2751, 2010; in the data active means inhibition above about 43%;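 further: 0% = enzyme with DMSO and 100% = wells lacking enzyme; many of its hits are not listed in these tables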
# ZTA DNA inh: counter-screen for EBNA-1 inhibitors: inhibitors of Epstein-Barr virus ZTA. P03206. actives 0.15% (n = 320,000). inhibition, % at 11 µM. ZTA-DNA binding, fluorescence polarization. AID 2234; in the data active means inhibition above about 33%
# PAFAH2 inh: PAFAH2 enzyme inhibitors, primary screen, biochemical, fluorescence polarization, human; recombinant PAFAH2, FP-rhodamine activity probe; Platelet-activating factor acetylhydrolase 2, cytoplasmic (Homo sapiens), Q99487; actives 0.99% (n = 340,000); inhibition, % at 3.39 µM;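 active means inhibition above the mean over all tested compounds plus 3 SD, cut at about 30% in these data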;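 further: inhibitors block probe labeling of enzyme so polarization drops; 0% = enzyme with DMSO and 100% = wells lacking PAFAH2 protein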
# LYPLA2 inh: LYPLA2 inhibitors, primary screen, counter-screen for PME1 inhibitor project, biochemical, fluorescence polarization, FP-Rh probe ABPP. inhibition, % at 5.9 µM. Acyl-protein thioesterase 2 (Homo sapiens), O95372. recombinant LYPLA2. actives 0.38% (n = 320,000);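 active means inhibition above the screen-wide mean plus 3 SD, limit set per campaign, cut at about 26% in these data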;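 further: 0% = LYPLA2 with DMSO and 100% = wells lacking LYPLA2 enzyme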
# EBNA-1 inhibitor: EBNA-1 DNA-binding inhibitors, primary screen, biochemical, fluorescence polarization. inhibition, % at 14.8 µM. actives 0.34% (n = 300,000); in the data active means inhibition above about 28%
# PAFAH1B3 FP inh: PAFAH1B3 enzyme inhibitors, primary screen, biochemical, fluorescence polarization, human. Platelet-activating factor acetylhydrolase IB subunit alpha1 (Homo sapiens), Q15102. recombinant PAFAH1B3, FP-rhodamine probe. inhibition, % at 3.39 µM. actives 0.28% (n = 340,000);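 active means inhibition above the screen-wide average of all tested compounds plus 3 SD, cut at about 25% in these data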;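 further: 0% = enzyme with DMSO only and 100% = wells lacking PAFAH1B3 protein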
# Target sequence (Q15102 whole entry, looked up): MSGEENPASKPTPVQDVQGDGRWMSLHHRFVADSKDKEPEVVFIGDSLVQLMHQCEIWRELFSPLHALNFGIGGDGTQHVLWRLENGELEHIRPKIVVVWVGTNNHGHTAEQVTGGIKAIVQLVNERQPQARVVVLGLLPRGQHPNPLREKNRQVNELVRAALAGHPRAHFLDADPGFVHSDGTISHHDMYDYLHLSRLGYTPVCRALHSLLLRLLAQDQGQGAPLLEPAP
# PAFAH1B2 FP inh: PAFAH1B2 enzyme inhibitors, primary screen, biochemical, fluorescence polarization, human. Platelet-activating factor acetylhydrolase IB subunit alpha2 (Homo sapiens), P68402. recombinant PAFAH1B2, FP-rhodamine activity probe. inhibition, % at 3.39 µM. actives 1.2% (n = 340,000). AID 492953, 2010;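 active means inhibition above the mean of all tested compounds plus 3 SD, cut at about 24% in these data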;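 further: 0% = enzyme with DMSO and 100% = wells lacking PAFAH1B2; many of its hits are not listed in these tables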
# Target sequence (P68402 whole entry, looked up): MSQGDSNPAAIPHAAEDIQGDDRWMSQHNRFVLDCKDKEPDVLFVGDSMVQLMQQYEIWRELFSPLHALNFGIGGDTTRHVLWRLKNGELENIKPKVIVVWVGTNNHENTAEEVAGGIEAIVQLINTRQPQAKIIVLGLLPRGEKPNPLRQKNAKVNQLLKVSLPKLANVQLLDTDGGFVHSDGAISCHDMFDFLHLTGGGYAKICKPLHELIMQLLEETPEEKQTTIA
# * = called active by the depositor; . = no result given. These rows are one share of the data (hit frequency here may not be typical).
# Results follow in this order: LYPLA1 counter	pPAFAH FP inh	PREPL inhibitor	ZTA DNA inh	PAFAH2 inh	LYPLA2 inh	EBNA-1 inhibitor	PAFAH1B3 FP inh	PAFAH1B2 FP inh
C=CCNC(=O)c1ccc(Cn2cc(C(F)(F)F)ccc2=O)cc1
  2	-4	3	-23	1	2	-8	-3	4
COC(=O)C(CC(=O)c1cccc(OC)c1)c1ccc(F)cc1 (stereo unspecified)
  -3	6	-6	1	4	-5	-6	0	4
COc1ccc2c(c1OC)C(=O)N1N=C(c3ccc(Br)cc3)CC21 (stereo unspecified)
  1	7	29	-18	-3	1	0	-1	3
CC(C)[C@H](NC(N)=O)C(=O)NCCc1ccc(Cl)cc1Cl
  0	1	5	0	-7	-3	-3	0	15
O=C(NCc1ccco1)c1cc(S(=O)(=O)N2CCOCC2)ccc1Br
  1	4	4	-5	2	-2	6	2	3
O=C(Nc1ccc(NC(=O)N2CCN(c3ccccc3O)CC2)cc1)N1CCN(c2ccccc2O)CC1
  -2	9	56*	0	-5	9	-2	-4	2
CC(=O)C[C@@H](O)CC(=O)[C@H]1OC(=O)CC/C=C\Cc2ccccc21
  0	-2	20	1	4	6	.	2	7
COc1ccccc1C(=O)C1CCCN(C(=O)CCc2ccccn2)C1 (stereo unspecified)
  3	1	0	-5	10	0	-4	8	4
NS(=O)(=O)c1ccc(CCNC(=O)/C=C/c2ccc([N+](=O)[O-])cc2)cc1
  1	4	10	2	-3	2	-5	-4	1
CNC(C)C#Cc1ccc2oc3cc(C)c(C)cc3c(=O)c2c1 (stereo unspecified)
  -5	6	-12	-3	-8	7	6	-7	0
COc1ccc(/C(C)=C2\SC(=S)N(CCC(=O)O)C2=O)cc1
  -4	-3	0	-13	2	3	-2	-1	6
Cc1ccc(C)c2[nH]c(=O)c(CN(Cc3ccc4c(c3)OCO4)Cc3nnnn3Cc3ccco3)cc12
  -2	1	-16	-6	4	2	-10	6	4
COc1cc(CNCc2cccc(OC)c2OC)cc(OC)c1
  4	-2	9	-10	-2	3	-17	6	0
Cn1cc(CN2CCCCC2CO)c(-c2ccc(Oc3ccccc3)cc2)n1 (stereo unspecified)
  -2	0	16	-8	-1	-4	-3	-3	7
CCOC(=O)C1CCCN(C(=O)c2cncc(Br)c2)C1 (stereo unspecified)
  1	-1	-5	-9	8	7	12	1	0
Cc1cc(NS(=O)(=O)c2ccc(NC(=O)c3c(F)c(F)c(F)c(F)c3F)cc2)nc(C)n1
  1	1	7	-5	-1	0	-7	-3	3
CC(C(=O)N1CCN=C1c1ccccc1)N1C(=O)c2ccccc2C1=O (stereo unspecified)
  -2	0	-9	9	-7	-4	-3	10	1
CCCCC1CC(C)(C(=O)CSc2nc3ccccc3s2)OC1=O (stereo unspecified)
  1	3	-7	2	-5	-1	-9	0	-2
CCC(CO)Oc1cc(NC(=O)c2ccccc2)c2ncn(C(C)C)c2c1 (stereo unspecified)
  2	4	-1	-14	-1	4	.	-6	-7
Cc1ccc(CNC(=O)COC(=O)c2nc(-c3ccccc3)oc2C)cc1
  -3	8	-12	1	-2	0	.	8	-1
Cc1nn(C)c(Cl)c1CN1CCCC(CO)(Cc2cccc(Cl)c2)C1 (stereo unspecified)
  -1	5	11	7	-2	-4	6	8	-1
CCOC(=O)N1CCN(C(=O)C2c3cc(OC)c(OC)cc3C(=O)N3CCc4ccccc4C23)CC1 (stereo unspecified)
  -5	-1	4	-3	4	-6	10	6	4
CCC(=O)N1CCN(CCN=CC2=C(O)CC(C)(C)CC2=O)CC1
  2	-2	5	-9	-2	4	1	12	3
Cc1onc(-c2ccccc2Cl)c1C(=O)NCc1nc(-c2ccccc2)no1
  -3	3	-23	-6	-2	1	-15	6	-1
CCOC(=O)c1sc(N)c(C#N)c1COC(=O)CNC(=O)c1cc(OC)c(OC)c(OC)c1
  -9	4	23	-2	-9	-9	-4	-5	-2
O=C(O)Cn1ccc2cc(S(=O)(=O)N3CCCCCC3)ccc21
  0	7	2	8	7	2	2	8	9
Cc1nc2ccccn2c1C(=O)CSc1ccc(Cl)cc1Cl
  -3	-3	7	-5	-4	-11	-6	4	8
Cc1cc(O)c2c(C)c(CC(=O)N3CCN(C(=O)C4COc5ccccc5O4)CC3)c(=O)oc2c1 (stereo unspecified)
  -7	-1	-5	-3	-1	6	-3	-3	-6
O=C(CN1CCN(S(=O)(=O)c2ccc(Cl)cc2)CC1)Nc1ccc2c(c1)OCO2
  0	0	-7	-12	-1	-1	4	6	13
COc1ccc(N=Cc2oc3ccc4ccccc4c3c2O)cc1
  3	19	2	5	15	0	-12	-6	4
O=C(COC(=O)c1ccc(Cl)c(S(=O)(=O)NCc2ccccc2)c1)NC1CC1
  -1	14	23	-5	21	0	.	10	9
COc1ccc(/C=N/NC(=O)c2ccncc2)cc1[N+](=O)[O-]
  3	-3	11	7	-5	3	-8	1	8
COc1ccc(N(C(=O)C(C)C)S(=O)(=O)c2ccc3c(c2)n(C)c(=O)n3C)cc1
  5	1	3	7	7	4	-5	2	4
Cc1cccc(N2C(=O)C(O)=C(C(=O)c3cccs3)C2c2cccc(Oc3ccccc3)c2)n1 (stereo unspecified)
  -4	13	9	3	19	-2	14	8	9
CCN1CCN(C(c2cc(OC)c(OC)c(OC)c2)c2nnnn2C(C)C)CC1 (stereo unspecified)
  0	-2	-5	-15	0	4	7	6	3
CCN(CC)c1ccc(/C=N/NC(=O)Cc2ccc(OC)c(OC)c2)cc1
  2	6	16	12	7	6	0	2	6
Cn1c(CN2CCOCC2)nc2cc(NC(=O)COc3ccccc3)ccc21
  -6	6	-4	7	3	2	1	5	0
Cc1ccc(NC(=O)c2oc3ccc(S(=O)(=O)N4CCOCC4)cc3c2C)c(C)c1
  1	1	0	8	-3	7	-4	0	1
Cn1c(NC(=O)/C=C/c2ccc(Cl)c(Cl)c2)cc(=O)n(C)c1=O
  -4	2	0	6	-6	0	-2	2	0
COCCCNC(=O)CSc1nc2ccccc2c(=O)n1CCC(=O)NCCc1ccc(OC)c(OC)c1
  -2	3	14	0	1	-2	0	-5	4
COc1cc2c(c(OC)c1OC)-c1c(cc3c(c1OC)OCO3)C[C@H](C)[C@@](C)(O)C2
  0	-1	11	-1	2	4	3	3	1
Cc1cc2c(cc1S(=O)(=O)N1CCN(c3ccc(Cl)cc3)CC1)OCCN2C
  2	19	9	-4	3	-1	-9	-4	6
CCCNC(=O)CN(C)S(=O)(=O)c1ccc(F)cc1
  2	4	20	-12	5	3	1	-9	-2
Cc1cc2nnc(SCc3ccccc3)n2c(N)n1
  0	-3	10	3	-8	5	17	-2	3
CC(=O)N1CC(=O)N(c2ccccc2)C1=O
  -2	6	2	-5	0	0	1	4	-1
COc1ccc(NC(=O)c2ccc3snnc3c2)cc1
  3	-4	1	3	-4	9	6	7	4
CCOc1cc(/C=N/Nc2nnc(C)n2N)ccc1O
  1	3	14	7	0	8	5	7	2
COc1cccc(C(=O)Nc2cccc3c2ccc2cccn23)c1
  1	19	15	-1	1	-4	10	5	3
Cc1c(-n2cccc2C=O)cccc1[N+](=O)[O-]
  -2	2	13	8	6	-5	1	-1	6
CCCCc1ccc(NC(=O)CN2NS(=O)(=O)c3ccccc3C2=O)cc1
  -8	2	1	-2	-17	-2	-4	10	11
CCc1ccc(NC(=O)N2CCN(C(=O)C3CCCO3)CC2)cc1 (stereo unspecified)
  2	-2	9	-2	-1	11	6	3	5
Cc1ccc(OCCn2cc(/C(N)=N/O)c3ccccc32)cc1C
  3	6	22	10	-11	6	5	4	2
COC(=O)c1sccc1NC(=O)Nc1ccc(C)cc1C
  1	1	0	5	-6	3	10	4	7
Cc1ccc([N+](=O)[O-])cc1S(=O)(=O)Nc1ccc(O)c(Sc2ncn[nH]2)c1
  -1	6	11	3	6	-1	7	8	2
O=C(Nc1ccc(N2CCN(C(=O)c3ccccc3F)CC2)cc1)c1cncc(Br)c1
  -2	1	18	1	4	21	-3	6	0
CCN(C(=O)COC(=O)c1ccccc1SCC(=O)N1CCCC1)C1CCS(=O)(=O)C1 (stereo unspecified)
  0	2	1	10	5	5	10	2	-2
Cc1ccccc1CCN(C(=O)c1csnn1)C(C(=O)NC1CCCC1)c1ccco1 (stereo unspecified)
  -1	3	9	-3	-5	-2	-1	2	4
CC(C)(C)c1ccc(Oc2ccc(NC(=O)c3ccccc3C(=O)O)cn2)cc1
  0	4	-6	-9	.	4	5	.	.
CCOC(=O)CN1N=C(c2ccc(Cl)s2)CSC1=O
  -8	-3	11	-10	3	6	3	0	7
O=C(N/N=C/c1ccc(F)cc1)c1cc(-c2ccco2)nc2ccccc12
  -13	30*	7	5	5	-10	11	13	-2

# Continued:
# Results follow in this order: LYPLA1 counter	pPAFAH FP inh	PREPL inhibitor	ZTA DNA inh	PAFAH2 inh	LYPLA2 inh	EBNA-1 inhibitor	PAFAH1B3 FP inh	PAFAH1B2 FP inh
COC(=O)c1sccc1NC(=O)CC1C(=O)NCCN1C(=O)c1c(F)cccc1Cl (stereo unspecified)
  -5	-5	18	2	0	1	2	3	0
Cn1c(=O)cc(SCC(=O)NCCCN2CCOCC2)c2ccccc21
  -2	0	-9	-1	4	-3	-8	4	4
CCOc1ccc(S(=O)(=O)NCCC(=O)N(C)Cc2cccs2)cc1
  5	-3	0	3	0	1	.	-8	4
NC(=O)C1CCN(CC(=O)Nc2ccccn2)CC1
  0	2	4	-10	-8	-1	4	4	-2
Cc1ccc2c(c1)N(CC(=O)NCc1ccco1)C(=O)C(C(C)C)O2 (stereo unspecified)
  3	-4	-2	6	5	0	3	10	12
CSc1sccc1/C=N/O
  -5	5	16	14	7	0	3	8	4
Cn1c(=O)c2c(nc(CN3CCN(c4cccc(Cl)c4)CC3)n2CCc2ccccc2)n(C)c1=O
  -2	2	24	10	4	2	-4	4	-2
O=C(O)CCC(=O)Nc1ccc(Oc2ncnc3cc(Cl)ccc23)nc1
  1	1	-8	10	.	4	2	.	.
CC(C)c1nccn1S(=O)(=O)c1cccc([N+](=O)[O-])c1
  0	5	-3	1	1	6	14	1	-4
CCN(CC)C(=O)c1sc(NC(=O)c2ccoc2C)c(C(=O)OC)c1C
  -4	-7	10	-7	7	-7	-15	1	3
COCc1cc(Sc2ccc(OC)cc2)nc(-c2ccccc2)n1
  1	13	-2	-5	2	-5	0	-4	-1
CCOc1ccc(NC(=O)n2ncc3c(C)cccc32)cc1
  -4	-1	10	12	-2	-5	0	-4	3
CC(=O)Nc1cccc(N/C(N)=N/c2nc(C)cc(C)n2)c1
  -2	2	-2	1	3	-2	4	-4	0
CC1(C)CC(=O)C2=C(C1)NC(SCC(=O)Nc1ccccc1)=C(C#N)C2c1ccco1 (stereo unspecified)
  2	2	35	13	2	2	9	22	1
